Compound activity from PubChem.
Runt-CBFb FRET: Runt domain-CBFb interaction inhibition; Q01196+Q13951; Cerulean-Runt/Venus-CBFb FRET ratio 530/480, 1 h; inhibition, % at 20 µM; 220,000 compounds, 0.46% hits; AID 1496;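 active means inhibition over about 50% at 20 µM in the single-dose screen, limit read from the data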;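 further: 0% = DMSO wells and 100% = excess unlabeled CBFb competitor control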
Target sequence (Q01196 whole entry, looked up, the tested form may be a part): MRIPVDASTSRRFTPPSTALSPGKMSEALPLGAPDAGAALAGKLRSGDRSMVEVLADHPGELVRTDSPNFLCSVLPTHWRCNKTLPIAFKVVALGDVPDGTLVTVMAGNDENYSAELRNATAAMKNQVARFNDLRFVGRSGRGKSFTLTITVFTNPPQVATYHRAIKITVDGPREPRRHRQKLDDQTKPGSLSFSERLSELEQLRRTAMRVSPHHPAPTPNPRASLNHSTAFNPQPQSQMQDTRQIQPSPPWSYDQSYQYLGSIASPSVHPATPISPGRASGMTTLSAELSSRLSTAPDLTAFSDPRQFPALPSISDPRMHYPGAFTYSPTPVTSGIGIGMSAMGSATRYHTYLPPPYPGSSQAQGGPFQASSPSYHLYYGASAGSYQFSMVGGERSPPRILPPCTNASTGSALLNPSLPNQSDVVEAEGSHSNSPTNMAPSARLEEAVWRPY
Target sequence (Q13951 whole entry, looked up, the tested form may be a part): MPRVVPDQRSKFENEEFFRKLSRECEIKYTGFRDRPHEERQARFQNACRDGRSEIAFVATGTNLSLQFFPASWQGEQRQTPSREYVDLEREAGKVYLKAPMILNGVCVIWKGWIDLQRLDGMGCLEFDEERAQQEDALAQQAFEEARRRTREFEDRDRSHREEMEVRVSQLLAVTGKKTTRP
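System: Cerulean-labeled Runt domain protein | Quantity: 100 nM of each labeled protein | Schedule: 1 h compound exposure, room temperature | Detection: Fluorescence energy transfer, 422 nm excitation, 530/480 nm emission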
p47phox inh: inhibitors of human p47phox binding; 220,000 compounds, 0.53% hits; AID 1274; P14598; p47phox/p22phox peptide binding, fluorescence polarization, 2 h; inhibition, % at 24.7 µM;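 active means inhibition above about 30%, limit read from the data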;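 further: 0% = p47phox with labelled peptide and 100% = labelled peptide alone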
14-3-3 Bad inh: disrupts binding of bovine 14-3-3 zeta to phospho-Bad peptide. P63103. TR-FRET 14-3-3zeta/Dy647-pBad peptide displacement, 1 h. inhibition, % at 21.7 µM. 220,000 compounds, 0.71% hits;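 active means inhibition above about 70%, limit read from the data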;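 further: 0% = full 14-3-3 plus peptide FRET controls and 100% = background without 14-3-3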
Target sequence (P63103 whole entry, looked up): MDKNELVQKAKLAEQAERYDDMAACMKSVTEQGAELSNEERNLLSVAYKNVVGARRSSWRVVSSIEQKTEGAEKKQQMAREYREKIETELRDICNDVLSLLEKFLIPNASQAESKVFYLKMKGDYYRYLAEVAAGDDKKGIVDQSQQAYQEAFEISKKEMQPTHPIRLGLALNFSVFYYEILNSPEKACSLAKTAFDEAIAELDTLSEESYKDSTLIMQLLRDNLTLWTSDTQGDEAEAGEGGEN
Mdm2 ligase inh: inhibitors of human Mdm2 E3 ubiquitin ligase; Q00987; cell-based MDM2 ubiquitination luciferase reporter, 2 h; 0 = plate control, 100 = twice control, blank-subtracted; signal enhancement, % at 5 µM; 210,000 compounds, 0.11% hits;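 active means signal enhancement of 30% or more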;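 further: luminescence tracks abundance of the self-degrading MDM2-luciferase fusion protein; higher signal means inhibition of MDM2 E3 ligase activity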
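Assay system: stable mammalian line carrying autodegrading MDM2–luciferase fusion reporter; Input: 2000 cells in each well; Compound dosing: single-point 5 µM; Schedule: 2 h compound exposure at 37 °C; Signal: SteadyLite luciferase luminescence after 15 min room-temperature reagent incubation; Evaluation: % luminescence enhancement versus blank-corrected plate control mean; Benchmarks: plate controls and plate blanks.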
Tb hexokinase: T. brucei hexokinase 1 inhibition; 220,000 compounds, 0.11% hits; inhibition, % at 10 µM; recombinant TbHK1, G6PDH-coupled NADH A340;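 active means inhibition of 50% or more in the single-dose primary screen; inactive means inhibition below 50%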
L929 necroptosis: L929 zVAD cell death inhibition. L929 zVAD necroptosis rescue, ATP luminescence, 24 h; with zVAD 60 µM. viability rescue, % at 10 µM. 220,000 compounds, 0.38% hits. AID 1377;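 active means activation, scaled between plate controls, above about 75%, limit read from the data; inactive means activation under that limit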;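 further: 0% = zVAD with DMSO and 100% = DMSO alone without zVAD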
EBV gp42 block: blocks Epstein-Barr virus glycoprotein 42 binding. AID 1085. inhibition, % (tested at 21.74 µM). 220,000 compounds, 0.42% hits. Fluorescence polarization binding assay, mP read-out; in the data active means inhibition above about 50%
Hck-Nef inh: inhibitors of human Hck kinase activated by Nef; P08631; AID 463187; 220,000 compounds, 0.68% hits; inhibition, % at 20 µM; Recombinant Hck-YEEI plus Nef, Z-Lyte FRET kinase assay;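 active means Hck-Nef kinase inhibition above about 50%, limit read from the data; inactive means inhibition below that limit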;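 further: 0% = DMSO with Hck plus Nef and 100% = Hck alone without Nef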
Runt-SMMHC FRET: Runt domain-CBFb-SMMHC interaction inhibition; 220,000 compounds, 0.74% hits; inhibition, % at 20 µM; Q01196+Q13951; AID 1434; Cerulean-Runt/Venus-CBFb-SMMHC FRET ratio 530/480, 1 h;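 active means mean inhibition across duplicate retests at 20 µM reaching about 50%, limit read from the data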;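 further: 0% = DMSO wells and 100% = wells with excess untagged CBFb-SMMHC; inhibitors lower the FRET ratio by blocking Runt binding to CBFb-SMMHC; some results filed as inactive read as strong as hits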
An asterisk follows results filed as active; nt = no result given; [ ] = remark or other dose.

SMILES	Runt-CBFb FRET	p47phox inh	14-3-3 Bad inh	Mdm2 ligase inh	Tb hexokinase	L929 necroptosis	EBV gp42 block	Hck-Nef inh	Runt-SMMHC FRET
C#CCOCCOCCOCCNc1nc(N2CCN(C(=O)[C@H](CCCCN)n3cc(CCCC)nn3)CC2)nc(N2CCN(C(=O)[C@H](CCCCN)n3cc(CCCC)nn3)CC2)n1	-0.6	1.5	56.5[fluorescence artefact?]	nt	-7.6	4.0	5.4	-1.7	4.3
CNc1ccc(C(O)(C(F)(F)F)C(F)(F)F)cc1C(O)(C(F)(F)F)C(F)(F)F	-2.0	-8.9	3.7	-11.5	-2.0	0.5	0.0	-7.3	3.4
Cc1ccc2c(C)c(C(=O)NCc3ccc(S(N)(=O)=O)cc3)oc2c1	-0.8	3.1	-6.2	4.9	2.4	30.2	3.0	20.6	-1.1
Cc1cc(C)nc(N2CCCC(C(=O)NCCc3ccc(F)cc3)C2)n1 (centres undefined)	-2.1	-25.9	8.8	-2.7	3.9	0.7	-17.6	5.9	2.4
CCOC(=O)C(C)Sc1nnc(Cc2cc(=O)[nH]c(=O)[nH]2)n1-c1cccc(OC)c1 (centres undefined)	0.1	-4.9	1.6	-12.8	2.9	0.8	-7.9	2.1	-2.3
NC(=O)CSc1nnc(-c2cc3ccccc3o2)n1Cc1ccccc1	0.1	-14.6	-8.8	-2.8	3.6	0.0	-18.0	0.0	-1.1
Oc1ccc(C(=S)N2CCCCC2)cc1	2.5	2.5	-4.9	-2.5	-8.8	-0.2	-13.0	2.0	-4.7
Cn1ncc2c(=O)n(CC(=O)NC34CC5CC(CC(C5)C3)C4)cnc21	-1.7	-6.1	12.1[fluorescence artefact?]	-1.1	-5.7	-0.8	-10.1	13.1	4.2
Cc1cccc(NCC(=O)N/N=C\c2cccn2C)c1	-0.4	-15.2	0.7	-9.6	-36.2	0.1	-18.6	9.4	-3.1
Cc1ccc(OCc2nnc(NC(=O)c3ccco3)s2)c(C)c1	1.3	-76.3	8.7	-18.6	13.3	2.1	-22.9	1.5	-1.3
COc1ccc(NC(=O)CCNC(=O)Cn2cnc3ccccc3c2=O)c(OC)c1	-0.8	-0.2	2.1	0.5	-7.8	1.1	-2.4	0.6	-0.1
O=C(O)Cc1sc(N/N=C\c2ccncc2)nc1-c1ccccc1	-2.3	-28.7	-2.2	-12.4	-24.0	-0.8	-43.6	-8.4	-24.2
NCCCC[C@H]1CNC(=S)N1CCc1cc(C(F)(F)F)cc(C(F)(F)F)c1	-2.8	-5.2	-5.1	nt	4.5	1.0	-14.1	-17.4	-2.7
CC(=O)c1c(C)[nH]c(C(=O)Nc2nc(C)cs2)c1C	0.9	-7.2	-3.1	-76.5	-18.7	8.4	-15.5	18.4	2.1
COc1cc(C(=O)Nc2cc(C(F)(F)F)ccc2Cl)cc(OC)c1OC	4.2	-5.0	3.0	-26.3	-7.3	0.1	0.1	0.6	2.1
CC(=O)Nc1ccc(S(=O)(=O)N(C)S(=O)(=O)c2ccc(F)cc2)cc1	-0.1	-8.0	-9.6	-10.8	3.5	0.0	11.3	1.4	2.6
COc1ccc(Cl)cc1NC(=O)CSc1ncnc2c1oc1ccccc12	-1.4	8.3	36.1[fluorescence artefact?]	-14.6	-10.6	nt	-11.4	0.8	-4.2
CCOc1ccc(S(=O)(=O)NCCCN2CCOCC2)c2ccccc12	-0.2	0.8	15.3	-13.1	8.1	-0.4	-6.1	-1.4	-1.5
CCOc1ccccc1Nc1nnc(SCC(=O)Nc2cc(C)on2)s1	-1.0	-16.2	-3.0	-5.0	-2.6	2.8	-34.7	1.3	1.3
CC(=O)c1cnc2nc(C)nn2c1C	0.7	3.9	17.9[fluorescence artefact?]	-5.2	4.2	0.1	-8.1	0.1	4.1
CN(C)CCNC(=O)Cc1ccc([N+](=O)[O-])cc1	-2.2	-5.7	-6.8	-7.7	16.0	0.1	-6.8	2.5	2.5
COc1ccc(C(=O)N/N=C/c2ccc3cccc(OCc4ccccc4)c3n2)cc1	-4.1	-6.8	14.1	-29.3	-20.0	1.9	-56.5	14.2	-4.1
O=C(c1cc([N+](=O)[O-])ccc1Cl)N1CCN(c2ccc([N+](=O)[O-])cc2)CC1	0.9	-5.2	-7.4[fluorescence artefact?]	-5.3	-6.0	-0.5	-12.4	5.8	-3.2
N=c1c2c(n(Cc3ccc([N+](=O)[O-])cc3)c3c1CCC3)CCCC2	-1.2	-1.8	-3.6	-21.3	-9.7	0.1	1.0	-1.2	0.4
O=C(COC(=O)c1ccccc1C(=O)c1ccc(Cl)cc1)NC(c1ccccc1)c1ccccc1	1.0	-2.3	3.9	-15.5	-0.1	0.5	-2.3	0.5	2.3

Compounds listed so far that contain two or more sulfur atoms (2):
SMILES	Runt-CBFb FRET	p47phox inh	14-3-3 Bad inh	Mdm2 ligase inh	Tb hexokinase	L929 necroptosis	EBV gp42 block	Hck-Nef inh	Runt-SMMHC FRET
CC(=O)Nc1ccc(S(=O)(=O)N(C)S(=O)(=O)c2ccc(F)cc2)cc1	-0.1	-8.0	-9.6	-10.8	3.5	0.0	11.3	1.4	2.6
CCOc1ccccc1Nc1nnc(SCC(=O)Nc2cc(C)on2)s1	-1.0	-16.2	-3.0	-5.0	-2.6	2.8	-34.7	1.3	1.3

(next part)
SMILES	Runt-CBFb FRET	p47phox inh	14-3-3 Bad inh	Mdm2 ligase inh	Tb hexokinase	L929 necroptosis	EBV gp42 block	Hck-Nef inh	Runt-SMMHC FRET
CC(=O)c1ccc([C@H]2C[C@@]34CN(C(=O)OC(C)(C)C)S(=O)(=O)[C@H]3C[C@H]2O4)cc1	0.1	-5.2	4.1	2.2	-13.0	0.7	-20.7	25.6	0.6
OC(CN1CCN(Cc2ccccc2)CC1)Cn1c2ccccc2c2ccccc21 (centres undefined)	-1.2	-13.6	-9.8[fluorescence artefact?]	11.9	-5.8	3.1	-4.1	3.9	0.8
CCC(CC)C(=O)NCc1ccccc1Cl	-1.5	-13.0	12.1	-24.7	1.3	-0.9	-23.0	-10.5	-1.2
COc1ccc(-n2nc(C(=O)NCC(=O)Nc3ccccn3)c3ccccc3c2=O)cc1	-4.7	-1.1	1.1	-5.7	-2.2	-0.5	-8.8	-1.4	-38.5
O=C(OCC(=O)N1CCCc2ccccc21)c1cnc(Cl)c(Cl)c1	0.5	-9.1	5.0[fluorescence artefact?]	-14.0	-1.0	-0.2	-13.0	2.6	-0.5
CN(C)c1ccc(/C=N/NC(=O)c2cccc(N3CCCC3=O)c2)cc1	nt	-6.4	-10.4	9.4	-30.6	1.1	-14.1	22.9	nt
Cc1c(Cl)cccc1NS(=O)(=O)c1ccc2c(c1)C1C=CCC1C(c1ccc(C(=O)O)cc1)N2 (centres undefined)	-21.2	5.7	90.7*	-18.5	52.2*	-0.2	79.1*	63.0*	-131.0
CCN(CC)C(=O)CSc1ncnc2c(-c3ccc(OC)cc3)nsc12	nt	-13.8	-3.8	-16.4	-0.6	1.1	-16.7	20.7	nt
CCn1c(=O)cc(SCC(=O)N2CCN(C(=O)c3ccco3)CC2)c2ccccc21	0.1	2.6	6.4[fluorescence artefact?]	6.3	-8.5	1.7	8.3	2.3	3.5
CC(=O)Nc1nc(C)c(Cc2ccccc2)c(=O)[nH]1	-1.0	-12.1	-7.7	-8.8	-4.9	0.9	-14.1	-9.3	2.8
CCCCCn1c(S(=O)(=O)O)nc2ccccc21	-1.8	-13.6	18.3	-7.6	1.6	1.9	-2.1	0.1	0.5
CC(=O)Nc1ccc(SC[C@H](Cc2ccccc2)N2CCN(CCc3ccccc3)CCC2=O)cc1	5.3	-11.7	-5.5	14.3	-19.9	0.8	-13.4	23.3	5.1
Cc1ccc(C)c(NC(=O)C(C)CC2COCCO2)c1 (centres undefined)	-3.1	3.3	1.8	-65.4	-5.4	0.3	-26.9	1.0	-9.1
Cn1ccnc1SCc1ccc([N+](=O)[O-])cc1	1.9	-11.6	-3.7	-21.7	0.5	-0.1	-1.5	-0.6	0.0
O=C1CC(C(=O)Nc2ccc(C(=O)O)cc2)C(c2ccccc2)O1 (centres undefined)	-3.2	-0.6	2.4[fluorescence artefact?]	-11.4	9.7	0.0	-1.6	-1.1	4.5
CCOC(=O)C1CCN(C(=O)c2cnn3c(C)cc(C)nc23)CC1	-0.9	-6.2	-1.0	-8.7	-2.4	-0.1	-10.4	-0.1	-2.1
CCNc1nc2nonc2nc1NCC	0.5	-4.5	-10.2	3.5	-3.8	-0.1	-1.2	-0.6	2.5
O=C(CN1C(=O)C2C3CCC(C3)C2C1=O)OCC(=O)c1cccc([N+](=O)[O-])c1 (centres undefined)	1.0	-15.9	-9.6[fluorescence artefact?]	-6.3	24.6	1.3	-5.6	3.0	-1.6
C=CCn1c(SCc2ccccc2C#N)nnc1-c1ccccc1O	0.7	-4.2	8.3	-4.1	3.3	0.1	13.0	0.3	-4.8
COc1ccc(S(=O)(=O)NCCC(=O)NCc2cccs2)cc1	1.3	-8.7	3.4	2.4	6.2	0.9	-2.8	2.5	5.4
COc1ccc2c(c1OC)C(C1c3c(cc4c(c3OC)OCO4)CCN1C)OC2=O (centres undefined)	1.8	13.6	0.0	-16.0	-4.2	-1.3	-0.4	6.4	-2.8
Cc1c(NC(=O)c2cc3ccccc3oc2=O)c(=O)n(-c2ccccc2)n1C	-1.3	-8.8	9.1	-2.0	-33.4	-0.4	-7.5	4.0	-2.3
COc1ccccc1-c1c(C(F)(F)F)oc2cc(OC(=O)c3cccc([N+](=O)[O-])c3C)ccc2c1=O	-1.2	2.3	12.6	-33.5	-14.6	0.3	-13.9	1.4	-4.3
O=C(CSc1nc2ccccc2n1CC(=O)N1CCCC1)Nc1nccs1	1.0	-5.9	-0.2[fluorescence artefact?]	-18.5	-2.3	0.2	-11.2	0.0	-0.3
COc1ccc(C(NC(=O)c2ccc(-c3ccccc3)cc2)c2ccccc2)cc1 (centres undefined)	nt	8.3	-14.7	-6.8	-1.9	0.1	3.0	2.2	-0.7

(further entries)
SMILES	Runt-CBFb FRET	p47phox inh	14-3-3 Bad inh	Mdm2 ligase inh	Tb hexokinase	L929 necroptosis	EBV gp42 block	Hck-Nef inh	Runt-SMMHC FRET
CCOc1ccc(NC(=O)c2cc(Cl)nc3ccccc23)cc1	-1.7	-9.0	-6.1	4.3	-9.0	0.8	-15.5	11.3	-2.5
COc1ccc(N2CCN(c3nc(NCCc4ccc(OC)c(OC)c4)nc(OC)n3)CC2)cc1	-1.7	-0.5	-5.7	-10.3	1.6	0.6	-22.7	-8.2	-2.6
O=C(NCCCC(=O)N1CCOCC1)c1cccnc1	2.4	-10.6	-4.2	1.2	-6.5	1.3	2.6	-1.6	-1.5
O=C(Nc1ccccc1)C(Cc1cccs1)c1nn[nH]n1 (centres undefined)	1.0	-10.5	-2.1	-23.4	-4.0	-0.2	-20.0	-1.6	-0.9
CCOC(=O)N1CCC(c2cc(=O)n3[nH]ccc3n2)CC1	1.8	-14.3	-4.5	-12.4	-7.2	-0.7	-21.5	-0.8	-1.6
C=CCNCCCCOc1ccc(OCc2ccccc2)cc1	-0.2	4.6	51.6	-18.3	2.7	1.1	-2.5	14.3	4.3
CC(C)n1nc(C(=O)Nc2nc3ccccc3[nH]2)c2ccccc2c1=O	103.1*	-10.6	-20.7	-13.7	-8.0	-0.5	-6.0	19.0	1.6
